High-throughput results: PubChem BioAssay, Small Molecule Screening Facility, UW Madison
RMI FANCM FP = blocks RMI1/RMI2 complex binding to FANCM MM2 peptide | hit rate 0.58% among 70,000 | FP signal (polarization) at 33 µM | Fluorescence polarization, RMI core complex with F-MM2 peptide; active compounds read low; in the data active = FP signal below about 40; note: inactives centre near 61; strong numbers were not always called active; unit not given here
Active calls of the source: *; & = joins results of further samples. A portion of the library; the hit share may differ from the screen's.

SMILES	RMI FANCM FP
O=C(CCCCc1nc2ccccc2s1)OCC(=O)c1ccc(F)cc1	61
CSc1ccc(-c2cccc([N+](=O)[O-])c2)nn1	57
COc1ccccc1NC(=O)NCCCn1nc(-c2ccco2)ccc1=O	68
N#Cc1nc(-c2ccc(S(=O)(=O)N3CCCCC3)cc2)oc1NCc1ccccc1	55
CCCS(=O)(=O)Cc1nnc(-c2cc(Cl)cc(Cl)c2)o1	49
NCCCN	58
CCOC(=O)c1c(NC(=S)Nc2ccccc2)sc2c1CCN(C)C2	94
CCOc1ccc(-c2cc(=O)n(CC(=O)NCc3ccco3)cn2)cc1	71
CCn1nc(C(=O)N(CC2CCCO2)c2nc3c(F)cc(F)cc3s2)cc1C (stereo unspecified)	65
Cc1cc(C(=O)Nc2nnc(-c3cccs3)o2)n(C)n1	56
CCn1c(/C=N\NC(=O)c2cc(OC)c(OC)c(OC)c2)nc2ccccc21	68
CCN1C(=O)Cc2cc(NC(=O)c3cccc(C(F)(F)F)c3)ccc21	66
COc1cccc(NC(=O)NCCNC(=O)c2ccc(NC(C)=O)cc2)c1OC	67
CCOC(=O)c1sc2nccnc2c1N	62
O=c1onc(-c2c(F)cccc2F)n1-c1cccnc1	56
C#CCn1c(=NC(=O)c2ccc(C)c(C)c2)sc2cc(OC)ccc21	68
CC(C)Sc1ccc(C(=O)N(Cc2cccnc2)c2nc3c(Cl)cccc3s2)cc1	77
O=C(Cc1ccccc1I)OCC(=O)c1ccc(Br)cc1	41
CC(=O)N(CCN(C)C)c1nc2ccc(Br)cc2s1	73
Cc1cc(NC(=O)C(=O)NCC(c2ccco2)N(C)C)no1 (stereo unspecified)	49
CC(C)=CCC/C(C)=C/C=C/C(C)=C/C=C/C(C)=C/C=C/C=C(C)/C=C/C=C(C)/C=C/C=C(\C)CCC=C(C)C	57
C=CCn1c(=S)sc2c(=O)n(/N=C\c3ccc(Cl)cc3Cl)c(C)nc21	58&56
CCCN1CCCc2cc(CCNC(=O)C(=O)Nc3ccccc3C#N)ccc21	95
O=C(/C=C/c1ccc2c(c1)OCO2)Nc1cccc(Cl)c1	61
CCOc1cc(C(NC(=O)c2cccs2)NC(=O)c2cccs2)ccc1OC	57

Random excerpt: two entries already listed
SMILES	RMI FANCM FP
CCCS(=O)(=O)Cc1nnc(-c2cc(Cl)cc(Cl)c2)o1	49
CCOC(=O)c1sc2nccnc2c1N	62

The list goes on:
SMILES	RMI FANCM FP
O=S(=O)(c1ccc(C(F)(F)F)cc1)n1nccc1-c1cc(-c2ccccc2)no1	53
O=C(Cc1csc(SCc2ccc(F)cc2)n1)NC1CCCC1	58
CS(=O)(=O)c1ccc(-c2ccc(NS(=O)(=O)c3ccc(Cl)s3)cc2)nn1	60
CN(C)/C=C/C(=O)c1nn(-c2ccc(C(F)(F)F)cc2)ccc1=O	54&45
COC(=O)c1ccc(Cn2cnc3c(cnn3C(C)(C)C)c2=O)o1	59
CC1(C)COc2cc(NS(=O)(=O)c3ccc(C(C)(C)C)cc3)ccc2NC1=O	63
CC(C)(C)NC[C@@H](O)COc1nsnc1N1CCOCC1	60
O=C(CSc1ccc(NC(=O)c2cccs2)nn1)NCCc1ccccc1	77
Cc1cc(C(=O)Nc2ccc(-c3nc4ccccc4[nH]3)cc2)nn1C	60
COc1cc(OC)cc(-c2n[nH]c(=S)o2)c1	71
COc1ccc2sc(=NC(=O)c3ccno3)n(CCSC)c2c1	54
Cc1cc2nnc(/C(N)=N\O)c(C)n2n1	53
C=CCN1CCc2cc(O)c(O)cc2C(c2ccccc2)C1 (stereo unspecified)	51
Cc1ccc(C(C)C)cc1S(=O)(=O)N1CCc2ccccc2C1	62
Cc1sc(NC(=O)c2ccccc2F)c(CN2CCCC2)c1C	65
CCOCC(=O)NCCn1ncc2c(=O)n(Cc3cccc([N+](=O)[O-])c3)cnc21	64
COc1cccc(-c2nnc3ccc(OCCNS(=O)(=O)Cc4ccccc4)nn23)c1	65
O=C(NC(O)C(Cl)(Cl)Cl)c1ccc(Cl)cc1Cl (stereo unspecified)	65
Cn1c(SCc2nc3ccccc3s2)nnc1-c1ccc2c(c1)OCO2	61
CCCc1c(C(=O)NCc2ccncc2)cnn1-c1ccccc1	57
O=C(Nc1nnc(Cc2cccs2)o1)c1cccc(C(F)(F)F)c1	68
Cc1nc(-c2ccc(N)cc2)cs1	49
O=C(/C=C/c1ccccc1)OCCCC(F)(F)C(F)(F)F	58
O=C(O)CCNC(=O)c1ccc(N=Nc2ccc(O)c(C(=O)O)c2)cc1	62&62
Cc1ccc(S(=O)(=O)N2CCCC2C(=O)N2CCNC(=O)C2(C)C)cc1 (stereo unspecified)	66
Next part.
SMILES	RMI FANCM FP
c1ccc(-c2cnc(-c3ccccc3)cn2)cc1	75
CCOC(=O)c1[nH]c2ccccc2c1NC(=S)Nc1ccc(C(F)(F)F)cc1	68
Cc1ccc(C(=O)Nc2nnc(-c3ccc(C)c(C)c3)o2)cc1C	66
COc1ccc(OC)c(Nc2nc(CC(=O)Nc3ccc4c(c3)OCCO4)cs2)c1	62
O=C(O)CC(CC(=O)Nc1cccc2c1CCCC2)c1ccccc1 (stereo unspecified)	55
O=C(CSc1nncc(=O)[nH]1)Nc1ccc(Cl)c(C(F)(F)F)c1	56
O=C(Nc1c2c(nn1-c1ccccc1)CCC2)c1nc2ccccc2s1	62
CCC(=O)Nc1ccc(SCC(=O)Nc2ccc(OC(F)(F)F)cc2)nn1	62
Cc1noc(C)c1C(=O)N1CCCCC1c1ccccn1 (stereo unspecified)	62
Cc1nc2sc(C)c(C)n2c(=O)c1NC(=O)C(C)Oc1ccc(Cl)cc1Cl (stereo unspecified)	64
CN1C(=O)c2ccc(-c3ccccc3)nc2NC1C(=O)N1CCN(c2ccccc2)CC1 (stereo unspecified)	63
O=C(O)Cc1csc(Nc2cccc(C(F)(F)F)c2)n1	68
Cc1ccc(C(=O)Oc2ccc(/C=C(\C#N)C(=O)Nc3ccccc3F)cc2)cc1	63
Cc1ccc(S(=O)(=O)N2CCC(C(=O)Nc3nc(-c4cccs4)cs3)CC2)cc1	53
Cn1nccc1C(=O)Nc1nnc(-c2ccccc2)o1	67
CCN1C(=O)c2cccc3c(NC(=O)/C=C/c4ccc([N+](=O)[O-])s4)ccc1c23	65
Cc1ccc(CNC(=O)c2csc(Nc3ccc(S(C)(=O)=O)cc3)n2)cc1	63
CCc1cccc(CC)c1NC(=O)Cn1nc(-c2cccs2)c2sc(N3CCCC3)nc2c1=O	159
COc1ccc(NC(=O)C(=O)NCCCN2CCOC(c3ccccc3)C2)cc1Cl (stereo unspecified)	81
CC(C)(C)c1cc2c(=O)[nH]nc(N)c2c(=O)[nH]1	53
O=C(Cc1ccc(F)cc1)Nn1cnc2c(cnn2-c2ccc(F)cc2)c1=O	66
Cc1cc(C)c2ccc(=O)n(CC(=O)N/N=C/c3ccccc3Cl)c2n1	61
O=C1c2ccccc2-c2ncccc21	54
O=C(CSc1nnc(NC(=O)c2cccs2)s1)Nc1ccc2c(c1)OCCO2	53
Cc1c(-c2c(Cl)cccc2Cl)noc1C(=O)CN=S(C)(=O)c1ccc(C(F)(F)F)cn1 (stereo unspecified)	65

Among those listed so far, these contain a thiophene ring, fused or not.
SMILES	RMI FANCM FP
CCOC(=O)c1c(NC(=S)Nc2ccccc2)sc2c1CCN(C)C2	94
Cc1cc(C(=O)Nc2nnc(-c3cccs3)o2)n(C)n1	56
CCOC(=O)c1sc2nccnc2c1N	62
CCOc1cc(C(NC(=O)c2cccs2)NC(=O)c2cccs2)ccc1OC	57
CS(=O)(=O)c1ccc(-c2ccc(NS(=O)(=O)c3ccc(Cl)s3)cc2)nn1	60
O=C(CSc1ccc(NC(=O)c2cccs2)nn1)NCCc1ccccc1	77
Cc1sc(NC(=O)c2ccccc2F)c(CN2CCCC2)c1C	65
O=C(Nc1nnc(Cc2cccs2)o1)c1cccc(C(F)(F)F)c1	68
Cc1ccc(S(=O)(=O)N2CCC(C(=O)Nc3nc(-c4cccs4)cs3)CC2)cc1	53
CCN1C(=O)c2cccc3c(NC(=O)/C=C/c4ccc([N+](=O)[O-])s4)ccc1c23	65
CCc1cccc(CC)c1NC(=O)Cn1nc(-c2cccs2)c2sc(N3CCCC3)nc2c1=O	159
O=C(CSc1nnc(NC(=O)c2cccs2)s1)Nc1ccc2c(c1)OCCO2	53

The list continues:
SMILES	RMI FANCM FP
O=C1NCCOc2ccc(NS(=O)(=O)c3ccc4ccccc4c3)cc21	65
O=C(c1ccco1)N1CCc2ccc(NS(=O)(=O)c3cccs3)cc21	67
CCOC(=O)c1[nH]c(C)c(C(=O)N2CCN(C(=O)c3ccco3)CC2)c1C	59
COCCNC(=S)NC(=O)c1ccccc1	54
Cc1cc(O)c(C(=O)/C=C/c2ccc(F)cc2)c(=O)o1	64
CCC(=O)Nc1ccc(SCC(=O)Nc2cc(C(F)(F)F)ccc2OC)nn1	59
O=C(CCCS(=O)(=O)c1ccc(F)cc1)Nc1nnc(-c2ccno2)o1	55
O=C(CN1CCN(Cc2nc3ccccc3[nH]2)CC1)NCCc1ccccc1	61
Cc1cc2ncc(-c3ccnc(SCC(=O)Nc4ccc(Cl)cc4Cl)n3)c(C)n2n1	54
CCS(=O)(=O)c1ccc(O)c(NC(=O)Nc2ccc(OCc3ccccc3)cc2)c1	44
Cc1ccc(-c2ccc3nnc(SCC(=O)Nc4cc(C)on4)n3n2)cc1	56
Cc1cccc(-c2nc(=S)c3c(o2)CCCC3)c1	56
O=c1cc(-c2ccccc2)nc(SCc2ccccn2)[nH]1	53
O=C(CCc1nc2sc3c(c2c(=O)[nH]1)CCCCC3)NC1CCN(Cc2ccccc2)CC1	133
C[C@@H](O)[C@H]1C(=O)N2C(C(=O)O)=C(SCCN=CN)C[C@H]12	62
C#CCSc1ccccc1C1=NCCCN1	56
Cc1onc(-c2ccc(Cl)cc2Cl)c1-c1csc(N/N=C/c2ccccc2Cl)n1	56
O=C(Nc1nnc(-c2cccs2)o1)C1CC1	64
COc1ccc(C(=O)NNC(=O)c2snnc2C)cc1	53
CC1(C)CC2C1CCC1(CBr)CCC3C(CC(=O)O)C(=O)OC32C1 (stereo unspecified)	65
CC(C)N1CCC(CN)CC1	78
CCc1c(C)c(C#N)c2nc3ccccc3n2c1-n1nc(C)cc1C	60
CN1CCc2cc(C(CNC(=O)C(=O)NCCC3=CCCCC3)N3CCCC3)ccc21 (stereo unspecified)	63
O=C(Cn1nc(-c2ccccc2)c2sc(N3CCOCC3)nc2c1=O)NCc1ccco1	61
O=C1C=C(I)C(=O)C=C1I	53
More structures
SMILES	RMI FANCM FP
O=C(NCc1ccccc1)C(=O)NCC(c1ccco1)N1CCc2ccccc2C1 (stereo unspecified)	70
CCC(=O)N1CCCc2ccc(NS(=O)(=O)c3ccc(F)c(Cl)c3)cc21	68
COc1ccc(CCN2C(=O)CC(NNc3ccc([N+](=O)[O-])cc3)C2=O)cc1OC (stereo unspecified)	54
CCOC(=O)Cc1csc(NC(=O)Cc2csc(NC(=O)Nc3ccccc3)n2)n1	75
Cc1ccc(CC(=O)Nc2nc3cc4c(cc3s2)OCCO4)c(C)c1	70
Cc1[nH]n(-c2cccc(Cl)c2)c(=O)c1C=NC1CCS(=O)(=O)C1 (stereo unspecified)	57
Nc1nc2c(c(C(F)(F)F)n1)CCc1ccccc1-2	56&46
CC(=O)c1cccc(NC(=O)C2CCN(S(C)(=O)=O)CC2)c1	67
CCN(C(=O)Cn1cnc(-c2ccc(F)cc2)cc1=O)c1ccccc1	63
CCO/C=C(\C(C)=O)S(=O)(=O)c1ccc(Cl)cc1	63
Brc1cc(I)ccn1	63
Cc1onc(-c2ccccc2)c1C(=O)/C=C/N(C)C	55
Oc1ccc(-c2[nH]ncc2Oc2ccccc2)c(O)c1O	31*
S=c1[nH]ncn1-c1ccccc1	54
Cc1nnc(NC(=O)CSc2ccc(NC(=O)c3ccco3)nn2)s1	69
O=S(=O)(Cc1ccccc1)NCCOc1ccc(F)cc1	61
COc1ccc(S(=O)(=O)N2CCCC2C(N)=O)cc1 (stereo unspecified)	91
COc1ccc(C)c2sc(N(CCN(C)C)C(=O)c3cccc(N4C(=O)CCC4=O)c3)nc12	87
CC1=C(C(=O)Nc2ccccn2)C(c2ccccc2OCc2ccccc2)NC(=S)N1 (stereo unspecified)	74
O=C(Cn1nc(-c2ccc(Cl)cc2)ccc1=O)Nc1ccc2c(c1)OCCO2	56
O=C(NCCS(=O)(=O)NCC1CCCO1)c1ccccc1 (stereo unspecified)	54
COc1ccccc1-c1ccc(N2CCN(S(=O)(=O)c3ccccc3Cl)CC2)nn1	83
COc1ccc(-c2ccc(N3CCN(S(=O)(=O)c4ccc(F)c(C)c4)CC3)nn2)cc1	87
CN1C(=O)c2cccc(NC(=O)c3cccc(Cl)c3)c2C1=O	73
Cc1cc(C)cc(OCCNS(=O)(=O)c2ccc(F)c(Cl)c2)c1	59
Next records
SMILES	RMI FANCM FP
CCCOc1ccc(S(=O)(=O)Nc2ccc3c(c2)CCCN3C(=O)CC)cc1C	74
O=C(CSc1nnc(C2COc3ccccc3O2)o1)Nc1nc(-c2ccccc2)cs1 (stereo unspecified)	61
O=S(=O)(Nc1ccc(-c2ccc3nncn3n2)cc1)c1ccc(Cl)s1	65
COc1ccccc1NC(=O)c1ccc(NS(=O)(=O)c2cccc(C(F)(F)F)c2)cc1	73
COCc1cc(=O)[nH]c(SCC(=O)c2ccc(-c3ccccc3)cc2)n1	58
COC(=O)c1c(NC(=O)c2ccc(Cl)s2)sc(C)c1C	62
CCNC(=O)C1Cc2ccccc2N1S(=O)(=O)c1ccc2ccccc2c1 (stereo unspecified)	58
O=C(Cn1cnc(-c2ccc(F)cc2)cc1=O)NCc1ccco1	69
CCCOc1ccc(S(=O)(=O)Nc2ncccc2C)c2ccccc12	62
O=C(c1ccc(F)cc1)N1CCN(c2ccc3nnc(-c4ccco4)n3n2)CC1	63
CCCCCc1ccc(C(=O)NC(=S)Nc2ccsc2C(=O)OC)cc1	61
O=C(CSc1ncc(-c2ccccc2)[nH]1)N1CCCc2ccccc21	57
CNC(=O)c1ccccc1Sc1ccc(OC)cc1C(=O)NC	51
